Screens deposited in PubChem by NCI.
Growth percent in the NCI-60 one-dose screen (48 h, 10 µM unless noted): 100 = growth as untreated, 0 = no growth, -100 = all killed.
EKVX – EKVX NSCLC | AID 1794765 | actives 3% (n = 71,000)
SK-MEL-5 – SK-MEL-5 melanoma. actives 6.4% (n = 80,000). AID 1794755
A549/ATCC – A549/ATCC NSCLC | AID 1794740 | actives 3.7% (n = 81,000)
CCRF-CEM – CCRF-CEM leukemia; AID 1794778; actives 7% (n = 77,000)
M14 – M14 melanoma; AID 1794745; actives 6.2% (n = 80,000)
SK-MEL-28 – SK-MEL-28 melanoma; actives 4.1% (n = 81,000); AID 1794761
HOP-62 – HOP-62 NSCLC | actives 3.9% (n = 80,000)
HOP-92 – HOP-92 NSCLC cells. AID 1794738. actives 6.3% (n = 71,000)
* = called active by the depositor; . = not tested or not shown; & = joins results of further samples; [ ] = dose if it differs, or a comment. Rule for the calls: active = growth percent below 10; inactive = the rest. Outcome played no part in choosing rows. About 12% of those tested had a hit in this group.

SMILES	EKVX	SK-MEL-5	A549/ATCC	CCRF-CEM	M14	SK-MEL-28	HOP-62	HOP-92
CCCCCCN(C)Cc1ccc(OCCOc2ccc(CN(C)CCCCCC)cc2)cc1	55	-100*	44	13	-97*	-69*	18	-9.7*
Cc1nc(-c2ccccc2)cc2c(O)c(C(=O)N/N=C/Cc3ccccc3)[nH]c(=O)c12	103	107	105	92	106	115	104	.
CC(=O)c1sc(Nc2nc(O)c(C3=c4cc(OC(F)(F)F)ccc4=NC3=O)s2)nc1C	100	99	93	94	103	110	102	96
CC(C)=C[C@H](O)[C@@H](O)[C@@H](CO)[C@H]1CC[C@@]2(C)[C@@H]3CC[C@H]4C(C)(C)[C@@H](O)CC[C@@]45C[C@@]35CC[C@]12C	81	99	93	99	97	125	104	90
Cc1cc(C)c(N2C(=O)CC(Nc3ccccc3F)C2=O)c(C)c1 (stereo unspecified)	88	102	101	101	96	103	106	93
COc1cc(C2C(C#N)=C(N)N(c3ccc(F)cc3F)C3=C2C(=O)CC(C)(C)C3)cc(Br)c1O (stereo unspecified)	84	94	89	88	103	119	101	91
Cc1ccccc1N1C(=O)C=CC1=O	106&103	104&106	90&102	85&54	100&105	112&124	97&108	94&97
COc1ccc(NC(=O)CSc2nnc(-c3ccc4nc(-c5ccccc5)[nH]c4c3)o2)cc1OC	104	79	102	82	.	101	107	107
CCOC(=O)c1ccc(NC(=O)CSC(N)=O)cc1	128	103	98	103	95	128	113	.
CC(=O)OC/C=C/c1ccccc1	94	103	104	106	95	109	91	108
COc1ccc(Cn2c(C(N)=O)cc3c2-c2nc(NC4CCCCC4)ncc2CCC3)cc1	.	87	80	77	85	92	100	57
COc1cc2ccc1NC(=O)N1CCN(CC1)C(=O)Nc1ccc(cc1OC)-c1ccc(c(OC)c1)NC(=O)N1CCN(CC1)C(=O)Nc1ccc-2cc1OC	111	105	93	102	106	111	101	114
COc1ccc(-c2cc(-c3ccc(Cl)cc3)nc(SCCCCCC(=O)NO)n2)cc1	96	85	107	89	98	100	101	101
Cc1cc(O)c(C(C)C)cc1C1(c2cc(C(C)C)c(O)cc2C)OS(=O)(=O)c2ccccc21	107	111	109	125	100	118	100	85
CCOC(=O)C(C(=O)OCC)c1cccc2ccccc12	106	99	94	99	97	110	82	92
O=C(O)CCCCCCNC(=O)c1nc(-c2ccccc2)n(-c2ccc(Cl)cc2)n1	99	.	97	87	106	.	101	97
CC1SC(c2cccc(Oc3ccccc3)c2)N(CCc2cccs2)C1=O (stereo unspecified)	-24*	-100*	-9.4*	.	-74*	-57*	6.2*	.
CC(C)[C@H](NC(=O)c1cc2ccccc2[nH]1)C(=O)Nc1nccs1	98	97	99	105	98	111	98	95
c1ccc(Cn2nnc3c(Sc4nc5ccccc5o4)ncnc32)cc1	.	103	96	79	102	103	86	89
Cc1[nH]ncc1[N+](=O)[O-]	.	96	104	98	99	99	111	64
O=C(CN1CCN(c2ncnc3c2cnn3-c2ccccc2)CC1)Nc1nncs1	-45*	29	-33*	.	4.8*	72	-53*	-71*
COc1ccc(C(=O)CSc2nc(-c3cc(OC)ccc3OC)cc(-c3ccc(Cl)cc3)c2C#N)cc1	80	37	56	98	49	32	40	44
c1nc2c([nH]1)CNCC2	90	103	102	105	.	103	96	.
CC(=O)OC(COc1ccc(Cl)cc1)COc1ccc(Cl)cc1	97	99	102	99	100	110	112	.
Nc1n[nH]c(CO)n1	117	98	105	96	98	101	102	69
CCn1ncc(N=O)c1N	97	107	84	102	106	109	90	91
C/C=C\C1OCC(CC)(CCCC)CO1 (stereo unspecified)	90	100	104	102	97	118	103	83
O=C(Nc1ccc(CN2CCc3nc4cc(O)c(O)cc4cc32)cc1)Nc1ccc(F)cc1F	.	94	95	91	94	111	96	.
COc1ccc(C(=O)N2NC(=O)/C(=C/c3c(C)nn(-c4ccccc4)c3Cl)N=C2c2ccccc2)cc1	87	75	88	.	95	103	113	78
Cc1ccc(-n2c(-c3cc(-c4ccncc4)n(-c4ccccc4)n3)n[nH]c2=S)cc1	110	99	103	87	114	136	105	.
CCCCCCCCC(=O)OCCCC(CCC(CCC1CCCO1)OC(=O)CCCCCCCC)OC(=O)CCCCCCCC (stereo unspecified)	94	102	104	88	111	102	96	99
O=C(CCCN1CCOCC1)Nc1ccc(Cn2nnc3c2C(=O)c2nnn(Cc4ccc(NC(=O)CCCN5CCOCC5)cc4)c2C3=O)cc1	.	17	84	-3.1*	61	37	74	-21*
N#Cc1c(-c2ccccc2Cl)c(C#N)c(=O)n(-c2cccc(C(F)(F)F)c2)c1N	96	102	104	94	101	100	93	72
COC(=O)c1sc(-c2ccccc2)cc1O	102	104	102	100	105	110	103	100
O=C(c1cc(=O)[nH]c(=O)[nH]1)N(CCO)CCO	88	102	100	.	95	110	94	95
Nc1c2c(nc3ccc(F)cc13)CC(c1ccccc1)CC2=O (stereo unspecified)	83	97	107	89	93	98	108	100

Part of the list above in order of SMILES length, highest first.
SMILES	EKVX	SK-MEL-5	A549/ATCC	CCRF-CEM	M14	SK-MEL-28	HOP-62	HOP-92
O=C(CCCN1CCOCC1)Nc1ccc(Cn2nnc3c2C(=O)c2nnn(Cc4ccc(NC(=O)CCCN5CCOCC5)cc4)c2C3=O)cc1	.	17	84	-3.1*	61	37	74	-21*
COc1ccc(C(=O)N2NC(=O)/C(=C/c3c(C)nn(-c4ccccc4)c3Cl)N=C2c2ccccc2)cc1	87	75	88	.	95	103	113	78
COc1ccc(C(=O)CSc2nc(-c3cc(OC)ccc3OC)cc(-c3ccc(Cl)cc3)c2C#N)cc1	80	37	56	98	49	32	40	44
Cc1ccc(-n2c(-c3cc(-c4ccncc4)n(-c4ccccc4)n3)n[nH]c2=S)cc1	110	99	103	87	114	136	105	.
N#Cc1c(-c2ccccc2Cl)c(C#N)c(=O)n(-c2cccc(C(F)(F)F)c2)c1N	96	102	104	94	101	100	93	72
CC(=O)OC(COc1ccc(Cl)cc1)COc1ccc(Cl)cc1	97	99	102	99	100	110	112	.
O=C(c1cc(=O)[nH]c(=O)[nH]1)N(CCO)CCO	88	102	100	.	95	110	94	95
COC(=O)c1sc(-c2ccccc2)cc1O	102	104	102	100	105	110	103	100
C/C=C\C1OCC(CC)(CCCC)CO1 (stereo unspecified)	90	100	104	102	97	118	103	83
c1nc2c([nH]1)CNCC2	90	103	102	105	.	103	96	.
Nc1n[nH]c(CO)n1	117	98	105	96	98	101	102	69

Going on with the list.
SMILES	EKVX	SK-MEL-5	A549/ATCC	CCRF-CEM	M14	SK-MEL-28	HOP-62	HOP-92
COCCOc1ccc2ncc(C#Cc3cncc(C(=O)Nc4ccc(CN5CCN(C)CC5)c(C(F)(F)F)c4)c3)n2n1	34	67	10	12	-91*	-49*	18	-44*
Cc1ccc(N)cc1F	98	104	100	102	88	117	84	109
CCOC(=O)C1=C(c2ccccc2)N=C2N(c3ccccc3)N=C(C(C)=O)N2C1c1ccc(F)cc1 (stereo unspecified)	97	98	101	96	101	105	99	93
ClC(=Nc1ccccc1)c1ccccc1	.	101	82	96	106	102	104	93
Cc1ccc2oc(=O)cc(CSc3nc4ccccc4[nH]3)c2c1	91	100	98	104	103	103	104	99
O=C(CN1C(=O)c2ccccc2C1=O)NCC(=O)Nc1ccccc1	119	107	103	82	102	116	107	.
COc1ccc(C(c2ccccc2OC)C(Cl)(Cl)Cl)cc1 (stereo unspecified)	94	.	88	85	91	117	.	40
Clc1ccc2nnc3c4cccnc4[nH]c3c2c1	110	89	87	.	106	121	116	79
Fc1ccc(-c2nc(-c3ccc(-c4nc5ccccc5[nH]4)cc3)no2)cc1	95	94	101	86	101	106	108	105
CCOC(=O)c1ccc(NC(=O)CSc2nnc(Cc3ccccc3Nc3c(Cl)cccc3Cl)n2CC)cc1	96	98	99	108	105	98	100	111
C=C(C)CN	106	114	98	127	102	129	98	75
Cc1nnc2c3nnc(-c4ccccc4C(=O)O)n3c3ccccc3n12	.	101	98	91	111	99	98	94
Cc1cc(=O)[nH]c(=O)n1Cc1cn(-c2cc3ccccc3oc2=O)nn1	99	100	98	102	96	110	89	78
COc1cc(OC)c(/C=C/S(=O)(=O)Cc2ccc(OC)c(NC(=O)CCC(=O)NO)c2)c(OC)c1	36	-32*	25	11	.	60	25	63
C(=N\Nc1nc(-c2ccccc2)cs1)/c1ccc2c(c1)Cc1ccccc1-2	61	99	97	99	100	118	111	123
CCCC(NC(=O)C(C)N)C(=O)O (stereo unspecified)	108	107	101	92	107	112	113	104
Nc1nc(N)c(Br)c(Nc2ccc(Cl)c(Cl)c2)n1	49	95	81	77	109	105	89	52
O=C1c2ccccc2C(=O)c2c(OCCN3CCCCC3)cccc21	98	88	93	83	103	111	86	79
Nc1ccc([N+](=O)[O-])cc1S(=O)(=O)O	125	107	103	.	101	111	114	102
NC(=O)NC(=O)c1nc2ccccc2[nH]c1=O	90	100	92	96	100	104	94	88
CC(Cl)C(O)C#N (stereo unspecified)	108	100	100	91	104	117	99	99
Cc1ccc(-c2c3c(nc4c2c(C)nn4-c2ccccc2)NC(c2ccc4c(c2)OCO4)NC3)cc1 (stereo unspecified)	91	103	78	90	102	106	100	83
NC(=S)N/N=C\c1nccc2c(C(F)(F)F)cccc12	1.9*	-41*	3.4*	-9.8*	-27*	27	-5.8*	.
CC(=O)O[C@]1(C(C)=O)CC[C@H]2[C@@H]3C[C@H](C(F)(F)F)C4=CC(=O)CC[C@]4(C)[C@H]3CC[C@@]21C	101	87	.	98	99	108	88	93
COc1ccc(Nc2nn3c(-c4ccccc4)cc(-c4ccccc4)nc3c2C(N)=O)c(OC)c1	68	56	24	73	51	71	47	71
CCCn1nc(C(=O)N(C)C)c2c1CCC(NCc1ccc(F)cc1)C2 (stereo unspecified)	100	107	100	112	101	110	92	109
CCCn1c(=N)c(C(=O)NC2CCCCC2)cc2c(=O)n3cccc(C)c3nc21	.	94	88	90	101	99	104	84
CC(=O)C1=C(O)C=C2Oc3c(C(=O)/C=C/c4ccccc4)c(O)c(C)c(O)c3[C@]2(C)C1=O	37	10	15	22	36	43	37	16
CCOC(=O)C1=C(C)NC(=O)NC1c1cc(=O)oc2ccc(C)cc12 (stereo unspecified)	95	98	98	101	102	107	105	96
CCN(CC)C1C2=C(CCCC2)OS(=O)(=O)C1c1ccccc1 (stereo unspecified)	89[100 µM]	90[100 µM]	96[100 µM]	98[100 µM]	100[100 µM]	106[100 µM]	94[100 µM]	85[100 µM]
CC(=O)OC[C@H]1OC(O)C=C[C@@H]1OC(C)=O (stereo partly specified)	101	97	106	98	100	106	114	115
CC1(C)CC(=O)c2cccnc2O1	100	103	103	101	.	114	107	111
N[C@@H]1CONC1=O	113	98	.	87	109	113	118	104
N#CCNC=O	100	105	109	113	106	114	114	110
CCN(CC)CCCNCc1cc(-c2ccccc2)nc2cc(Cl)ccc12	81	-77*	57	10	-95*	-92*	78	-21*
O=c1nc(-c2ccccc2)c2cc(-c3ccc(C(F)(F)F)nc3)ccc2[nH]1	98	95	111	47	99	108	106	105

Just M14 and SK-MEL-28 (2 entries from above):
mol | M14 | SK-MEL-28
CC(=O)C1=C(O)C=C2Oc3c(C(=O)/C=C/c4ccccc4)c(O)c(C)c(O)c3[C@]2(C)C1=O | 36 | 43
CCOC(=O)C1=C(C)NC(=O)NC1c1cc(=O)oc2ccc(C)cc12 (stereo unspecified) | 102 | 107

Next section
SMILES	EKVX	SK-MEL-5	A549/ATCC	CCRF-CEM	M14	SK-MEL-28	HOP-62	HOP-92
CC/C=C(\CCC)C(C)(C#N)C(=O)OCC (stereo unspecified)	.	103	100	104	113	114	108	.
Cc1sc2c(c1C)c(=O)nc1c(-c3nc(-c4ccccc4Cl)no3)n[nH]n12	97	102	106	102	104	116	105	108
Cc1cc2nnn(Cc3cccc(NC(=O)CCCC(=O)Nc4cccc(Cn5nnc6cc(C)c(C)cc65)c4)c3)c2cc1C	90	95	94	89	104	96	74	80
COc1ccc(NC2=C(C#N)C(=N)N3c4ccccc4Sc4ccccc4C3N2)cc1 (stereo unspecified)	93	89	98	92	92	103	94	63
N#Cc1ccc([N+](=O)[O-])cc1OCCN1CCCCC1	100	90	90	80	97	111	100	125
CC(C)C(=O)Nc1ccc([N+](=O)[O-])c(C(F)(F)F)c1	86&51	98&85	103&81	109&75	93&99	107&102	84&95	91&54
O=C(O)Cc1cc2c(cc1Br)OCO2	114	99	108	94	97	106	97	88
Nc1cccc2ccc(O)cc12	102&94	85&91	103&106	90	102&107	120&109	99&100	.
CCOC(=O)C(C#N)C(=N)CC(=O)O (stereo unspecified)	100	102	99	100	103	132	92	111
COc1ccc(-c2cc(-c3cccc(Nc4ccnc5cc(Cl)ccc45)c3)nc3nc(N)[nH]c(=O)c23)cc1	.	101	101	104	109	108	105	.
CC1OC(OC2C(Oc3cc(O)c4c(c3)O[C@H](c3ccc(O)cc3)CC4=O)OC(CO)C(O)C2O)C(O)C(O)C1O (stereo partly specified)	99	114	108	97	97	106	102	111
CN(C)c1ccc(C(=O)Nc2nccs2)cc1	84	100	110	97	107	101	102	93
CCCCN1C(=O)/C(=c2\sc3n(c2=O)C2C(NN=3)N(CC)C(=O)N2CC)c2ccccc21 (stereo unspecified)	52	29	7.1*	7.3*	6.2*	48	18	27
Cn1c(Cl)cc2c1-c1oncc1CC2	103	107	105	108	113	111	108	113
CC(=O)Nc1c(Cl)cc2c(c1Cl)Cc1cc([N+](=O)[O-])ccc1-2	42	56	75	57	88	102	70	53
O=C(CNc1ccc(-c2nc3ccccc3s2)cc1)Nc1ccc(F)cc1	81	.	100	98	97	110	91	88
CCOC(=O)C(C(=O)Cc1ccccc1)c1ccccc1 (stereo unspecified)	.	100&105	101&91	95&94	101&105	106&110	83&93	89&95
NS(=O)(=O)c1ccc(N=Nc2c(O)n(CC(=O)Nc3ccc(Cl)cc3)c3ccccc23)cc1	105	71	78	68	56	73	74	81
COc1ccc2cc(-c3cc(OC)c(OC)c(OC)c3)c(=O)oc2c1	54	79	42	75	39	78	68	79
N#Cc1cn(-c2ccccc2)c(=O)[nH]c1=O	93	102	93	94	98	104	97	95
